# C2C12 statin = suppression of simvastatin myotoxicity; hit rate 0.78% among 330,000; rescue of ATP level, % at 7.49 µM; C2C12 myotubes + simvastatin, ATP luminescence, 48 h; scaled: DMSO 0, geranylgeraniol control 100;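 active = mean ATP rescue above about 67%, or every replicate alone reaching that limit, limit read from the data, passing the limit was not always enough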;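 note: myotubes were challenged with 10 µM simvastatin during compound exposure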
# miR-122 sensor = miR-122 inhibition in Huh7 cells. Huh7 miR-122 Renilla luciferase sensor, 48 h; neutral wells = 0, positive control = 100. activation (reporter increase), % at 12.5 µM. hit rate 0.3% among 340,000. AID 602342;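 active = mean replicate activation score at least 90 and every replicate individually at or above 90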;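 note: higher luciferase means less miR-122 activity so hits act as miR-122 inhibitors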
# PglD inh = PglD (C. jejuni) enzyme inhibition | hit rate 0.098% among 360,000 | purified PglD enzyme, DTNB colorimetric CoA detection | inhibition, % at 12.5 µM; in the data active = inhibition above about 16%, passing the limit was not always enough; note: strong numbers were not always called active
# Cneo AK release = Cryptococcus neoformans lysis via adenylate kinase release; C. neoformans lysis, adenylate kinase release luminescence, 4 h; normalised: neutral wells 0, clomiphene wells 100; lysis activity, % at 15 µM; hit rate 0.2% among 360,000;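 active = mean lysis activity across replicates of at least 80%, whatever share of replicates individually reach that level; inactive = mean lysis activity below 80%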
#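 Assay system: log-phase C. neoformans yeast / Quantity: yeast cell density of 5 × 10^6 cells/mL / Medium: fresh YPD growth medium / Compound: single dose / Timing: static 4 h at 37 °C with compound, 1 h detection / Measured by: adenylate kinase release luminescence / Read-out: lysis from increased AK signal / Benchmarks: Clomiphene as positive lysis control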
# F508del corr = CFTR F508del correction in bronchial cells. CFBE cells, YFP halide quenching; stimulated with forskolin plus potentiator P3; % fluorescence drop versus neutral controls. activity (quench increase), % at 7.58 µM. hit rate 0.36% among 350,000. AID 720511;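 active = mean added fluorescence quench of at least 8% versus neutral control, with both replicates also reaching 8%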;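 note: cells transiently co-express mutant CFTR-F508del with the halide-sensitive YFP; corrector assay measuring rescue of mutant channel to the surface after 24 h compound exposure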
# FN deposition inh = fibronectin deposition inhibition; AH1F fibroblasts, Alexa488-fibronectin deposition fluorescence, overnight; inhibition, % at 12.6 µM; hit rate 0.086% among 350,000;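 active = mean inhibition across replicates of 30% or more, regardless of how many single replicates reach that level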;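 note: positive control wells lacked labelled fibronectin entirely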
#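 Material: AH1F fibroblast monolayer depositing Alexa488-labelled fibronectin into matrix | Input: 10000 AH1F cells/well | Medium: DMEM plus 2% serum, read in PBS | Reagent: Alexa488-fibronectin, 24 nM final in well | Compound dosing: One dose per compound, pinned | Schedule: 1 h adhesion, overnight exposure | Measured by: Fluorescence at 485 nm excitation, 525 nm emission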
# INS-1E GSIS act = GLuc luminescence reporter in INS-1E cells, primary screen for activators of glucose-dependent secretion of insulin; hit rate 0.61% among 370,000; INS-1E GLuc reporter insulin secretion, 2-3 h; AID 743287; activation, % at 16.6 µM;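 active = lowest replicate activation of at least 40%, so every replicate reaches that level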;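 note: 0% = median of neutral control wells and 100% = median of IBMX positive control wells; some compounds called inactive have numbers as strong as hits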
# PGC1a acetyl inh = PGC1a acetylation modulation, inhibitor mode; inhibition, % at 15.6 µM; U2OS PGC1a acetylation, AlphaScreen anti-acetyl-lysine; with virally co-expressed GCN5 acetyltransferase; hit rate 0.17% among 350,000;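 active = every replicate shows inhibition of at least 40%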;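 note: 0% = neutral control wells and 100% = positive control wells; some results beyond the cut were filed as inactive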
# * = called active by the depositor; nt = not tested or not shown; [ ] = dose if it differs, or a comment. This is a random part of the collection; overall some 2.1% were active at least once.
no.	SMILES	miR-122 sensor	PglD inh	C2C12 statin	FN deposition inh	PGC1a acetyl inh	Cneo AK release	INS-1E GSIS act	F508del corr
1	O=C(Cn1c(=S)[nH]c2ccccc2c1=O)N1CCN(c2ccc(F)cc2)CC1	-4.8	3.2	3.2	-8.1	14.3	-0.3	-13.6	-3.3
2	Cc1cc(NC(=O)CSc2n[nH]c(-c3cccs3)n2)no1	16.3	-3.3	-0.6	-8.0	-0.3	-9.5	-11.8	nt
3	COc1cccc(NC(=O)c2oc3ccccc3c2NC(=O)c2ccc3c(c2)OCO3)c1	-4.3	-0.6	nt	2.0	-26.7	-2.3	11.2	nt
4	CO[C@@H]1CN(C)C(=O)c2cc(NC(=O)NC3CCCCC3)ccc2OC[C@H](C)NC[C@H]1C	-7.0[16.7 µM]	-0.2	-3.3	0.8	nt	-0.2	-13.8	0.6
5	C/C=C(\C)CN1CCC(n2nccc2NC(=O)CCCc2ccccc2)CC1	2.6	-2.9	10.8	8.2	2.4	0.8	10.5	-0.9
6	COc1ccc(CCNC(=S)NC(=O)c2ccccc2)cc1C	-4.1	0.3	15.7	0.9	-2.9	14.6	nt	-4.3
7	OCCN(CCO)CC(O)COc1ccc(C23CC4CC(CC(C4)C2)C3)cc1 (stereo not drawn)	5.1	0.8	nt	0.2	nt	1.6	-13.3	nt
8	O=C(Nc1cc(F)ccc1F)N1CC(=O)N2[C@H](CO)[C@@H](c3ccc(/C=C/c4ccccc4)cc3)[C@@H]2C1	nt	nt	nt	-1.4	4.3	nt	-16.1	2.2
9	Cn1c(N)c(C(=O)COC(=O)CCC(=O)c2cccs2)c(=O)n(C)c1=O	-2.4	1.1	0.6	4.3	-9.7	2.0	19.9	nt
10	OC(CN1CCCCC1)c1ccc(Br)cc1 (stereo not drawn)	3.0	-7.5	0.2	3.1	-4.1	1.1	nt	2.9
11	COc1c(C)cc(Br)cc1C(=O)Nc1ccccc1C	10.2	nt	-2.5	1.3	nt	nt	-4.4	-2.9
12	Cc1ccc(S(=O)(=O)N2CCOCC2)cc1C(=O)OC(C)C(=O)NC1CCCC1 (stereo not drawn)	nt	2.1	1.1	1.0	2.9	1.2	2.2	-0.2
13	COc1ccc(N=C(NN)c2ccc3ccccc3n2)cc1	2.8	-3.8	nt	2.3	-19.9	-12.7	nt	1.0
14	CCOc1ccc(N2C(=O)C3C(c4ccc(OC)cc4OC)NC(CCSC)(C(=O)OC)C3C2=O)cc1 (stereo not drawn)	nt	7.7	7.0	-0.9	nt	0.2	-30.3	4.3
15	COC(=O)c1ccc(CN2CCC(CO)(CCOc3ccccc3)CC2)cc1	-0.3	5.8	-9.5	0.6	5.6	11.3	-10.9	3.6
16	O=C(C1CCCC1)N1C[C@@H]2[C@H](c3ccccc31)[C@@H](CO)N2C(=O)c1ccccc1	-30.0[16.7 µM]	3.3	11.0	-1.4	1.3	-2.5	2.1	0.4
17	COc1ccc(NC(=O)c2cnn3c(C(F)(F)F)cc(-c4ccco4)nc23)cc1OC	29.4	-0.3	-21.3	nt	9.8	2.8	nt	nt
18	O=C(CCN1C(=O)COc2ccccc21)NCCN1CCc2ccccc2C1	nt	3.3	11.2	nt	20.8	-0.4	27.2	2.3
19	CO[C@H]1CC[C@@H]2CCOc3c(C#N)cccc3C(=O)N(C)[C@H](C)C(=O)N(C)C[C@@H]1O2	nt	-1.2	7.1	-0.1	nt	0.9	11.0	nt
20	COc1cc(-c2nnc(NC(=O)CS(=O)(=O)c3ccc(C)cc3)o2)cc(OC)c1OC	-4.6	2.0	-1.1	-6.7	-2.3	1.4	-6.4	1.9
21	CCOC(=O)c1c(C)c(C(=O)NCc2ccccn2)c(C)n1CC	-1.2	nt	nt	nt	2.1	nt	9.0	-0.3
22	COCC(=O)Nc1ccc2c(c1)C(=O)N(C)C[C@H](OC)[C@H](C)CN(C(=O)c1ccccn1)[C@@H](C)CO2	nt	-2.3	9.6	5.2	-0.3	-3.9	-1.1	1.3
23	CCN(CC)CCN1C(=O)C2C(C(=O)Nc3cccc(SC)c3)C3C=CC2(O3)C1C(=O)NC1CCCC(C)C1C (stereo not drawn)	-16.5	2.1	-36.8	2.1	-4.8	4.2	-13.4	-0.1
24	C[C@@H]1CN([C@@H](C)CO)C(=O)c2cccc(NC(=O)NC3CCCCC3)c2O[C@@H]1CN(C)C(=O)NC1CCCCC1	-6.1[16.7 µM]	5.3	-39.0	nt	-3.3	-1.3	-14.7	-1.3
25	COc1cc(OC)cc(C(=O)NCC2CCCN(C(=O)c3csc(C)n3)C2)c1 (stereo not drawn)	nt	0.8	nt	nt	nt	-1.3	12.4	1.4
26	CCCC#Cc1ccc2c(c1)O[C@@H](CN(C)C(=O)c1cccnc1)[C@H](C)CN([C@H](C)CO)S2(=O)=O	5.5[16.7 µM]	-0.9	nt	-1.8	-10.4	-4.4	7.5	-0.4
27	O=C(NCC(c1cccs1)N1CCOCC1)c1ccccc1NS(=O)(=O)c1ccc(Br)cc1 (stereo not drawn)	5.0	1.3	-10.3	nt	-2.3	2.3	-43.4	nt
28	Cc1ccc(S(=O)(=O)Nc2ccc(NC(=O)Nc3ccc(F)cc3F)cc2)cc1	37.9	-0.2	nt	-0.1	-13.2	-4.7	-26.4	nt
29	COc1ccc(-c2ccc([C@H]3[C@H]4CN(C(=O)c5ccc(F)cc5)CCCCN4[C@H]3CO)cc2)cc1	-2.6[16.7 µM]	4.9	nt	nt	7.8	-3.0	-17.0	-1.3
30	Cn1c(-c2ccc3c(c2)OCO3)cnc1NCc1ccc(Cl)cc1	1.7	0.8	-8.4	13.1	16.1	1.3	nt	nt
31	COc1ccc(CN2C(=NC(=O)COc3ccccc3)SC3CS(=O)(=O)CC32)cc1 (stereo not drawn)	nt	-3.4	-4.1	-14.2	12.0	11.2	11.9	-1.4
32	CN1C(=O)c2cc(NC(=O)c3cscn3)ccc2OC[C@H]2O[C@H](CC(=O)NCC3CC3)CC[C@@H]21	-8.3[16.7 µM]	3.1	-17.2	-1.8	-1.7	-1.6	4.1	1.6
33	COc1ccc(CN(C)C[C@H]2OCCCC[C@H](C)Oc3ccc(NC(=O)Nc4ccc5c(c4)OCO5)cc3C(=O)N([C@H](C)CO)C[C@H]2C)cc1	8.6[16.7 µM]	3.2	nt	8.9	-3.3	56.5	-25.8	1.9
34	CN(C)CCCNc1nc(-c2ccc(Cl)cc2)nc2ccccc12	nt	-0.7	8.0	0.5	nt	-8.4	13.0	1.6
35	Cc1ccc(NS(=O)(=O)c2ccc(CCC(=O)NCCO)cc2)cc1	1.9	-4.8	-12.0	6.0	-2.6	1.0	3.5	nt
36	CCCCC1(COC(=O)CCC(=O)O)C(=O)N(c2ccccc2)N(c2ccccc2)C1=O	-8.8	-1.9	4.1	-5.7	-10.9	1.8	17.8	1.1
37	OC[C@H]1[C@H](c2ccc(-c3cccc(F)c3)cc2)[C@H]2CN(Cc3cncnc3)CCCCN21	5.4[16.7 µM]	-8.4	3.0	1.8	-6.6	-3.5	-0.4	-0.4
38	COc1ccccc1C(=O)Nc1ccc2c(c1)nc1n2CCSC1	-1.3	-7.0	nt	-1.3	6.9	-8.7	nt	nt
39	COc1ccc(/C=N/NC(=O)COc2cccc3ccccc23)c(C(=O)O)c1OC	-0.9	9.2	nt	-0.5	nt	-1.3	9.2	nt
40	CCC(C)c1ccc(-n2c(=O)c3ccccc3n3c(=S)[nH]nc23)cc1 (stereo not drawn)	-2.0	-0.6	6.5	0.2	-1.0	-0.2	18.9	3.0
41	C=CCCC(=O)N1C[C@H]2CON(C)[C@H]2C[C@H]1c1cccc(Oc2ccccc2)c1	-3.7	-3.9	11.1	1.3	3.4	0.4	-24.9	-2.0
42	COc1cc(/C=C/C(=O)O)cc(S(=O)(=O)N(CC(C)C)CC(C)C)c1OC	-4.4	-1.2	-0.2	-11.4	-0.5	-1.2	5.1	0.4
43	Cc1noc(C)c1S(=O)(=O)N(C)C[C@@H]1Oc2ccc(NS(C)(=O)=O)cc2CC(=O)N([C@H](C)CO)C[C@@H]1C	9.1[16.7 µM]	1.7	-26.4	nt	-10.9	-2.3	8.6	-2.4
44	Cc1oc(C(=O)O)cc1CSCc1cc(C(=O)O)c(C)o1	-6.6	5.5	-6.5	nt	10.0	-1.8	-12.3	nt
45	Cc1ccc(/C=C2\SC(=O)N(CCNC(=O)C3CSC4(C)CCC(=O)N34)C2=O)cc1 (stereo not drawn)	-0.7	-5.1	6.4	nt	-19.0	0.8	-20.5	-0.1
46	O=C(CN1CCN(S(=O)(=O)c2cccc(Cl)c2)CC1)NCC1(N2CCOCC2)CCCCC1	1.2	-3.9	-0.7	4.5	6.2	-2.9	nt	0.6
47	COc1ccc(NC(=O)N(C)C[C@@H]2OCCCC[C@H](C)Oc3ccc(NC(=O)Cc4ccccc4)cc3C(=O)N([C@@H](C)CO)C[C@@H]2C)cc1	-5.9[16.7 µM]	-3.0	nt	nt	-1.7	-1.8	2.1	-3.3
48	O=[N+]([O-])c1cc(S(=O)(=O)N2CCCC2)ccc1N/N=C/c1cccs1	nt	1.1	-71.5	12.2	10.4	-2.4	47.9*	nt

# Three compounds from above, ordered by molar mass, low to high:
no.	SMILES	miR-122 sensor	PglD inh	C2C12 statin	FN deposition inh	PGC1a acetyl inh	Cneo AK release	INS-1E GSIS act	F508del corr
44	Cc1oc(C(=O)O)cc1CSCc1cc(C(=O)O)c(C)o1	-6.6	5.5	-6.5	nt	10.0	-1.8	-12.3	nt
42	COc1cc(/C=C/C(=O)O)cc(S(=O)(=O)N(CC(C)C)CC(C)C)c1OC	-4.4	-1.2	-0.2	-11.4	-0.5	-1.2	5.1	0.4
43	Cc1noc(C)c1S(=O)(=O)N(C)C[C@@H]1Oc2ccc(NS(C)(=O)=O)cc2CC(=O)N([C@H](C)CO)C[C@@H]1C	9.1[16.7 µM]	1.7	-26.4	nt	-10.9	-2.3	8.6	-2.4

# Returning to the listing, starting 2 compounds before the break.
no.	SMILES	miR-122 sensor	PglD inh	C2C12 statin	FN deposition inh	PGC1a acetyl inh	Cneo AK release	INS-1E GSIS act	F508del corr
47	COc1ccc(NC(=O)N(C)C[C@@H]2OCCCC[C@H](C)Oc3ccc(NC(=O)Cc4ccccc4)cc3C(=O)N([C@@H](C)CO)C[C@@H]2C)cc1	-5.9[16.7 µM]	-3.0	nt	nt	-1.7	-1.8	2.1	-3.3
48	O=[N+]([O-])c1cc(S(=O)(=O)N2CCCC2)ccc1N/N=C/c1cccs1	nt	1.1	-71.5	12.2	10.4	-2.4	47.9*	nt
49	FC(F)(F)c1ccc(C2[C@H]3CN(CC4CCCCC4)[C@H](c4ccccc4)C34CC2(c2cccnc2)C4)cc1 (stereo partly drawn)	54.4	-3.6	-1.1	-15.0	nt	3.4	nt	-0.8
50	CN1C[N+]([O-])=C(c2ccccc2)C1(C)C	nt	-0.2	6.9	5.0	-2.1	1.4	nt	nt
51	COCCN(C(=O)Nc1ccccc1)c1ccccc1	2.0	6.2	-0.1	nt	-4.2	-0.1	nt	nt
52	O=C(O)/C=C\C(=O)O	-1.3	-0.7	2.9	-2.9	nt	-1.0	nt	-0.4
53	Cc1ccc(Nc2c(-c3ccc(N4CCOCC4)cc3)nc3cnccn23)cc1	19.2	-0.5	nt	5.8	0.2	-4.9	nt	-2.4
54	CC(C)c1ccc(NC(=O)c2snc3ccc(Cl)cc23)cc1	39.7	nt	-5.1	-2.1	-5.1	nt	-6.6	0.5
